# SR-BI DiI inh = inhibitors of mouse SR-BI mediated HDL lipid uptake; Q61009; ldlA[mSR-BI] CHO cells, DiI-HDL uptake fluorescence, 3 h; inhibition, % at 12.5 µM; 0.96% of 320,000 active;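 active = mean replicate inhibition of at least 70% and a set share of replicates each scoring 70 or more; inconclusive = meets just one of the two criteria; inactive = fails both criteria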;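 also: 0% = median of neutral control wells and 100% = median of positive control wells; values of inactives mirror those of a sister screen read the other way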
# MITF act = increases MITF-driven TRPM1 promoter luciferase signal | SK-MEL-5 TRPM1-promoter luciferase, 24 h; % of positive control, neutral wells = 0 | AID 588334 | activation, % at 12.5 µM | 0.75% of 300,000 active;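 active = mean activation of at least 80% with every replicate also reaching 80%; inconclusive = mean reaches 80% but some replicate falls short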;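 also: 0% = neutral control wells and 100% = parthenolide positive control wells; values of inactives mirror those of a sister screen read the other way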
# CDK5 inh = inhibitors of human CDK5/p35 kinase; inhibition, % at 10 µM; Recombinant CDK5/p35, ADP-Glo luminescence, 60 min; Q00535+Q15078; 0.01% of 330,000 active;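 active = highest replicate inhibition of at least 50% and at least 75% of replicates reaching 50%; inconclusive = only one of the two criteria met; inactive = both criteria failed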;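 also: plate controls were DMSO neutral control for no effect and GW8510 at 10 µM for full effect; many of its hits are not listed in these tables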
# Wnt bcat act = activates Wnt/beta-catenin signaling in a reporter cell assay; activator, plate reader; activation, % at 9.35 µM; 1.2% of 300,000 active; AID 743398; in the data active = activation above about 30%, passing the limit was not always enough; inconclusive = no clear call, values can overlap the other calls;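 also: 0% = neutral control wells and 100% = positive control wells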
# HTR5A inv ag = counter-screen for OPRM1-OPRD1 inverse agonists: human HTR5A inverse agonism | P47898 | HTR5A cell line, luminescence | inhibition, % at 9.3 µM | 0.083% of 340,000 active | AID 504634; in the data active = inhibition mostly above about 23%, no sharp cut-off; inactive = mostly below about 18%;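 also: 0% = cells with DMSO and 100% = no-cell wells with DMSO; some compounds called inactive have numbers as strong as hits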
# PvdQ acylase = P. aeruginosa PvdQ acylase inhibition | purified PvdQ acylase, fluorescence plate reader | AID 488965 | 0.063% of 340,000 active | inhibition, % at 10 µM; in the data active = inhibition above about 30%, passing the limit was not always enough; inconclusive = no clear call, values can overlap the other calls;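 also: 0% = vehicle neutral wells and 100% = reference inhibitor wells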
# V-ATPase pH = yeast V-ATPase proton transport regulation by pHLuorin; response, % at 10 µM; 0.37% of 350,000 active; S. cerevisiae, pHLuorin cytosolic pH fluorescence; in the data active = response mostly above about 7.3%, no sharp cut-off; inactive = mostly below about 5.4%; also: actives read high; inactives centre near 0; some compounds called inactive have numbers as strong as hits; reference of the scale not given here
# NSD2 inh = inhibitors of human histone methyltransferase NSD2. O96028. NSD2 peptide methylation, AlphaScreen, 120 min. inhibition, % at 12.5 µM. 0.54% of 310,000 active; in the data active = inhibition above about 50%
# HTR5A ag = activates human HTR5A in OPRM1-OPRD1 agonist counter-screen. P47898. HTR5A agonist assay, luminescence, cell-based. activation, % at 9.3 µM. 0.61% of 340,000 active; in the data active = activation mostly above about 9.5%, no sharp cut-off; inactive = mostly below about 7.6%;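 also: 0% = cells with vehicle only and 100% = reference agonist; strong numbers were not always called active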
# dFosB act = enhances mouse delta FosB homodimer DNA binding; P13346; purified delta FosB, TAMRA-CDK5 oligo fluorescence polarization; percent of positive-control signal above neutral wells; activation, % at 25 µM; 0.99% of 340,000 active; AID 493131;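 active = mean activation above about 17%, with every replicate also reaching it, limit read from the data, passing the limit was not always enough; inconclusive = only one of the two conditions met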;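 also: fluorescence polarization rise as delta FosB binds a TAMRA Cdk5 AP-1 oligo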
# The depositor's hits bear a star; ? = inconclusive; · = no result given.
Compound	SR-BI DiI inh	MITF act	CDK5 inh	Wnt bcat act	HTR5A inv ag	PvdQ acylase	V-ATPase pH	NSD2 inh	HTR5A ag	dFosB act
COc1ccccc1C(=O)N/C(=C\c1ccccc1)C(=O)NC(C)C(=O)O (stereo not drawn)	-6	0	-2.0	-1	-31	0	3	-2	4	-3
O=[N+]([O-])c1ccc(N/N=C/c2cccc(O)c2O)cc1	41	·	-0.5	8	18	-7	-3	-1	-5	-2
COc1ccc(NC(=O)C(c2ccc(C)cc2)N(C)C(=O)c2ccc(=O)[nH]c2)cc1 (stereo not drawn)	-2	0	-0.9	·	-3	-18	1	-1	1	-3
N#Cc1cccnc1N1CCN(C(=O)c2ccc3c(c2)S(=O)(=O)c2ccccc2C3=O)CC1	5	9	0.0	1	-13	-9	-4	·	5	3
O=[N+]([O-])c1cc(S(=O)(=O)N2CCCCCC2)ccc1F	-43	-92	1.7	-3	-2	-8	1	9	1	4
O=C(COC(=O)c1n[nH]c2ccccc12)c1ccc(F)c(F)c1	0	21	-0.2	-2	30	-9	2	-1	-1	-19
CC(NC(=O)Nc1ccc(Cl)cc1)c1ccccc1 (stereo not drawn)	6	7	0.3	-2	4	-15	6	-2	-1	-2
CCOC(=O)c1cc(C)n(S(=O)(=O)c2ccc(C)cc2)c1C	34	-3	-1.3	·	-34	4	-2	1	6	-4
CC1=CC(C)(C)N(C(=O)c2ccccc2)c2ccc(C)cc21	41	2	-0.7	·	-17	-6	1	-2	3	3
CC1(C)CCCN(Cc2c(O)ccc3c(=O)c(-c4nc5ccccc5s4)c(N)oc23)C1	·	-2	-0.2	18	-2	-12	-3	-6	4	?
COc1ccc(C(=O)N2CCC(C(=O)Nc3ccc4c(c3)OCO4)CC2)cc1	4	14	-0.8	2	7	-11	0	-1	2	-8
O=C(C/C=N/OCc1ccc(Cl)cc1Cl)c1ccc(Cl)cc1	-11	6	0.9	·	-15	-9	-6	-1	6	-9
COc1cc(N/C=C(\C(C)=O)c2ccccc2)cc(OC)c1	21	-3	0.0	·	-1	2	7	·	1	0
CC(C)C(NC(=O)C1CCCCC1)C(=O)Nc1ccncc1 (stereo not drawn)	2	-3	0.2	-2	22	-12	0	-2	3	-1
COCCNC(=O)CN1c2ccccc2CC1C (stereo not drawn)	-9	·	1.1	-3	-13	-7	1	-2	1	-9
CCC(C)(C)NC(=O)Cn1c(=O)oc2cc(S(=O)(=O)N3CC(C)CC(C)C3)ccc21 (stereo not drawn)	-11	-3	-0.1	-1	4	-21	3	0	-2	2
O=C(COC(=O)c1ccc(NS(=O)(=O)c2cccs2)cc1O)NC1CCCCC1	5	-5	-0.5	0	2	-5	3	-5	-1	-2
COc1cccc(C(C)NC(=O)C2CCCO2)c1 (stereo not drawn)	-8	·	1.4	-2	-9	-17	1	2	3	-3
COC(=O)CSc1nc(C(C)C)nc2ccccc12	11	·	-2.7	·	-17	-2	0	-7	6	-15
COc1cc[n+]([O-])cc1[N+](=O)[O-]	-17	6	-0.2	-5	2	-20	0	-2	-1	10
COc1ccccc1CNC(=O)CN1C(=O)NC2(CCCCCC2)C1=O	-24	6	0.9	-2	6	-12	4	0	-1	-9
COc1ccc([N+](=O)[O-])cc1NC(=O)c1ccccc1SC	77*	-1	1.0	0	-3	1	0	·	1	-4
CC(=O)Nc1ccc(OS(=O)(=O)c2ccc(C)cc2C)cc1	9	16	-1.7	-1	5	-13	-3	·	-1	-5
Cc1cc(-c2ccc(C)c(S(=O)(=O)NCCCN3CCCCCC3)c2)on1	18	16	-0.7	0	-2	-8	13	1	4	-14
Cn1c(CC2C(=O)Nc3ccc(Br)cc32)nc2ccccc2c1=O (stereo not drawn)	42	-5	-0.1	-2	7	4	2	1	-3	-12
NC(=O)COC(=O)C1c2ccccc2Oc2ccccc21	-27	-12	0.1	0	-1	-9	111	-1	0	-4
CCOc1ccc(N2C(=O)CC(SCC(=O)O)C2=O)cc1 (stereo not drawn)	·	3	-2.5	0	20	-6	-3	-2	6	6
Cc1ccc(S(=O)(=O)Nc2ccc(Br)cc2/C=N/n2cnnc2)cc1	13	-4	-1.2	·	-7	6	3	-1	6	-9
C[C@@H]1CCC[C@@]2(O[C@@H](CCO)C[C@@H](O)[C@@H]2O)O1	0	-1	-1.5	-3	12	-21	3	·	1	-3
CCCC(=O)Nc1cc2c3c(c1)CC(=O)N3CCC2	-20	0	0.2	-1	-16	-17	-1	-1	1	3
Cn1c(=O)c2c(nc(-n3ccnc3)n2Cc2ccccc2)n(C)c1=O	-42	5	-2.2	-2	-30	-23	-1	0	11	2
COC(=O)c1ccc(C)c(NC(=O)CCn2[nH]c(=O)ccc2=O)c1	0	4	-2.1	-1	-3	-17	3	-2	1	3
CC1CN(c2sc(S(C)(=O)=O)nc2S(=O)(=O)c2ccc(Cl)cc2)CC(C)O1 (stereo not drawn)	-8	-27	-0.9	-3	-8	7	13*	-2	3	2
COc1cccc(/C=C/C(=O)N2CCN(c3ccccn3)CC2)c1	-9	9	0.4	0	0	1	1	-1	0	0
Cc1scc(C(=O)NNC(=S)NCc2ccccc2)c1C	-11	21	-1.2	-3	18	-2	2	0	-5	1
CCOC(=O)C1=C(COC(=O)c2ccc(Br)o2)NC(=O)NC1C (stereo not drawn)	4	5	1.6	-1	-19	-17	6	1	7	-8
CCCC(=O)Nc1ccc(NC(=O)c2ccccc2F)cn1	-2	53	-0.4	6	-3	-5	4	-1	1	-4
CCOc1ccc(CNC(=O)C2CCC(=O)N2C2CCCC2)cc1OC (stereo not drawn)	-28	-1	-1.2	·	11	-4	2	0	1	5
CC(=O)Nc1c(C)nn(-c2ccc([N+](=O)[O-])cc2)c1C	-19	8	2.8	0	19	-6	3	0	2	-13
Oc1c(Cl)cc(Cl)cc1/C=N/NC(=S)NC1CC2C=CC1C2 (stereo not drawn)	98*	·	1.1	0	4	1	-5	40	5	-11

# Part of the list above, as labelled records:
CCOC(=O)C1=C(COC(=O)c2ccc(Br)o2)NC(=O)NC1C (stereo not drawn)
  SR-BI DiI inh: 4
  MITF act: 5
  CDK5 inh: 1.6
  Wnt bcat act: -1
  HTR5A inv ag: -19
  PvdQ acylase: -17
  V-ATPase pH: 6
  NSD2 inh: 1
  HTR5A ag: 7
  dFosB act: -8

CC1CN(c2sc(S(C)(=O)=O)nc2S(=O)(=O)c2ccc(Cl)cc2)CC(C)O1 (stereo not drawn)
  SR-BI DiI inh: -8
  MITF act: -27
  CDK5 inh: -0.9
  Wnt bcat act: -3
  HTR5A inv ag: -8
  PvdQ acylase: 7
  V-ATPase pH: 13*
  NSD2 inh: -2
  HTR5A ag: 3
  dFosB act: 2

Cn1c(=O)c2c(nc(-n3ccnc3)n2Cc2ccccc2)n(C)c1=O
  SR-BI DiI inh: -42
  MITF act: 5
  CDK5 inh: -2.2
  Wnt bcat act: -2
  HTR5A inv ag: -30
  PvdQ acylase: -23
  V-ATPase pH: -1
  NSD2 inh: 0
  HTR5A ag: 11
  dFosB act: 2

CC(=O)Nc1c(C)nn(-c2ccc([N+](=O)[O-])cc2)c1C
  SR-BI DiI inh: -19
  MITF act: 8
  CDK5 inh: 2.8
  Wnt bcat act: 0
  HTR5A inv ag: 19
  PvdQ acylase: -6
  V-ATPase pH: 3
  NSD2 inh: 0
  HTR5A ag: 2
  dFosB act: -13

# (list continues)
Compound	SR-BI DiI inh	MITF act	CDK5 inh	Wnt bcat act	HTR5A inv ag	PvdQ acylase	V-ATPase pH	NSD2 inh	HTR5A ag	dFosB act
CCn1c(/C=C/c2ccccc2)nc2ccccc2c1=O	32	-6	-2.4	-4	-3	2	-3	-4	1	-12
O=C(NCc1ccccn1)c1cc2c(ccc3ccccc32)oc1=O	·	1	-0.8	1	-26	8	2	·	6	-8
CC1CCCC(NC(=O)COC(=O)CSc2ccc3ccccc3c2)C1C (stereo not drawn)	-33	-4	-4.9	-2	-11	-11	·	·	-2	-12
O=C(CN1C(=O)NC2(CCCCCC2)C1=O)c1ccc(F)cc1	5	21	-3.1	4	-15	-10	-1	-1	5	2
OCC1(Cc2ccccc2F)CCCN(CCc2ccccc2)C1 (stereo not drawn)	-15	-1	-0.6	4	-8	-19	2	0	2	-12
O=C(NN1C(=O)/C(=C\c2cccnc2)SC1=S)c1ccco1	-13	-2	0.3	-1	-7	-3	-1	2	-1	1
COC(=O)CC1=C(C(=O)OC)C(c2cccs2)C(C#N)=C(N)O1 (stereo not drawn)	2	-4	-0.7	·	5	-3	6	2	-1	1
CC1CCN(S(=O)(=O)c2ccc3[nH]c(=O)cc(C(=O)O)c3c2)CC1	-36	10	-0.8	·	17	5	-1	-3	-2	-6
NC(=Nc1nc(-c2ccccn2)cc2ccccc12)c1ccccn1	49	-62	-1.3	-4	20	-1	2	-3	-5	-1
Cc1ccc2nc(SCC(=O)N3c4ccccc4CC3C)c(C)cc2c1 (stereo not drawn)	1	·	-0.7	0	-4	-4	-2	-3	1	-10
Cc1ccc(S(=O)(=O)CCC(=O)OC(C)C(=O)c2c(C)[nH]c3ccccc23)cc1 (stereo not drawn)	-13	3	-2.4	-1	-8	-13	2	-3	3	4
COc1ccccc1NC(=O)C(C)Nc1ccc(C)c(Cl)c1 (stereo not drawn)	-9	2	2.7	-2	-11	9	-2	0	4	-5
CC(=O)Nc1cnn(Cc2ccc(Br)cc2)c1	-36	-9	-0.5	·	-39	-4	0	5	1	2
COC(=O)c1c(-c2ccc(SC)cc2)sc2ccc(OC)cc12	43	68	-1.6	58*	-12	-9	3	·	5	-11
COc1ccc(CNC(=O)[C@H](Cc2c[nH]c3ccccc23)NC(C)=O)cc1OC	·	-4	1.3	-3	10	-11	-4	0	-4	-13
Cc1c(Cl)c([N+](=O)[O-])nn1CC(=O)NC(C)C1CC2CCC1C2 (stereo not drawn)	-11	·	0.5	-1	-4	9	3	1	1	5
COc1ccc(Cl)cc1S(=O)(=O)N1CCN(C)CC1	-24	-2	-0.2	-4	-1	-2	-1	·	0	-9
COCCNC(=O)C(c1ccc(C)cc1)N(Cc1ccco1)C(=O)CCC(=O)Nc1ccccn1 (stereo not drawn)	·	-3	0.6	-2	-2	-5	3	·	-1	3
Cc1ccc(N(CC(=O)Nc2cc(Cl)ccc2Oc2ccccc2)S(C)(=O)=O)c(C)c1	51	·	-1.3	·	-8	-8	-2	0	2	-5
CSc1nnc(C)c(=O)n1COC(=O)COc1ccc(Cl)cc1	·	2	-1.3	9	-2	-15	2	18	-1	4
Cc1cc(C)cc(NC(=O)C(=O)NCC2CCCN2S(=O)(=O)c2cccs2)c1 (stereo not drawn)	15	13	-0.4	5	7	6	0	2	2	5
C=CCn1c(=O)c2ccc(C(=O)NCc3ccccc3)cc2n(Cc2ccc(C)cc2)c1=O	1	·	-1.0	-2	13	-14	4	·	-4	3
Brc1cccc(-c2nnc(SCc3ccon3)n2-c2ccccc2)c1	4	8	0.5	0	-3	-10	-3	·	1	-1
Cc1cc(C(C)(C)C)oc1C(=O)N(CC(=O)NC1CCCC1)c1ccc(F)cc1	41	-15	-2.4	-1	-2	-6	-1	3	0	-15
C=CCn1c(SCC(=O)NC(N)=O)nnc1-c1cc2c(s1)CCC(CC)C2 (stereo not drawn)	13	-7	0.6	-3	22	8	2	0	3	-2
O=C(c1cc(COc2ccc(F)cc2Cl)on1)N1CCN(C2CCCC2)CC1	24	8	-5.9	1	-4	-4	-3	1	7	-6
O=C(CCCCCNC(=O)c1ccccc1)N/N=C/c1ccccc1O	-30	11	0.2	·	0	-1	-6	-1	0	-1
CC(C)(O)C#Cc1ccc(C(=O)N2CCC(CCC(=O)NC3CC3)CC2)cc1	-3	-2	0.1	-3	0	-9	2	-3	0	-2
